# BoNT-F LC inh = BoNT F light chain protease inhibition; Multiplex microsphere protease cleavage assay, flow cytometry; inhibition, % at 10 µM; 360,000 compounds, 0.22% hits; AID 588497; in the data active = inhibition above about 35%, passing the limit was not always enough; also: plate controls were buffer without enzyme for full effect and enzyme alone for no effect
# Mtb UGM inh = blocks M. tuberculosis UGM enzyme | AID 504406 | purified UGM, fluorescence polarization probe displacement | inhibition, % at 10 µM | 320,000 compounds, 0.06% hits; in the data active = inhibition above about 10%, passing the limit was not always enough
# DUSP3 inh = DUSP3 (human) phosphatase inhibition; recombinant VHR phosphatase, pNPP absorbance; 290,000 compounds, 0.52% hits; AID 1654; inhibition, % at 13.3 µM; P51452; in the data active = inhibition above about 50%; also: some compounds called inactive have numbers as strong as hits
# Target sequence (P51452 whole entry, looked up): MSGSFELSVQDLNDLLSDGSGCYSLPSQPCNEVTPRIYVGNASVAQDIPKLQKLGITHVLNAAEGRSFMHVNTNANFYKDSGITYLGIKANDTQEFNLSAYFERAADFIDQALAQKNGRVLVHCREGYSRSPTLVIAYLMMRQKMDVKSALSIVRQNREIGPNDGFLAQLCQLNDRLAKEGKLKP
# MazEF act = activators of E. coli MazEF toxin-antitoxin RNase | P0AE70 | FAM/BHQ RNA-DNA oligo cleavage fluorescence, 5 h | activation, % at 20 µM | 350,000 compounds, 0.32% hits | AID 504720; in the data active = activation above about 50%
# Target sequence (P0AE70 whole entry, looked up): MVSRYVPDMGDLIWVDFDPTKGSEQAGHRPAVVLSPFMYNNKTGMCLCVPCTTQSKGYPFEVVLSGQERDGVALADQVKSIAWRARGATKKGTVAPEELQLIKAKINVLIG
# Mtb BioA inh = BioA (M. tuberculosis) enzyme inhibition; purified M. tuberculosis BioA enzyme, plate reader; inhibition, % at 9.99 µM; 360,000 compounds, 0.096% hits; AID 602481; in the data active = inhibition above about 40%
# GDH-TPI counter = inhibits GDH-TPI coupling enzymes, artifact for Mtb FBA screen; GDH-TPI coupled enzyme counterscreen, NADH absorbance; inhibition, % at 4.8 µM; 360,000 compounds, 1.2% hits;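 also: 0% = DMSO wells and 100% = wells lacking the enzyme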
# Rv3671c protease = inhibitors of M. tuberculosis serine protease Rv3671c. P9WHR9. inhibition, % at 5.96 µM. 320,000 compounds, 0.048% hits; in the data active = inhibition above about 38%;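 also: extracellular domain of Rv3671c used as enzyme; 0% = enzyme with DMSO and 100% = no enzyme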
# Target sequence (P9WHR9 whole entry, looked up, the tested form may be a part): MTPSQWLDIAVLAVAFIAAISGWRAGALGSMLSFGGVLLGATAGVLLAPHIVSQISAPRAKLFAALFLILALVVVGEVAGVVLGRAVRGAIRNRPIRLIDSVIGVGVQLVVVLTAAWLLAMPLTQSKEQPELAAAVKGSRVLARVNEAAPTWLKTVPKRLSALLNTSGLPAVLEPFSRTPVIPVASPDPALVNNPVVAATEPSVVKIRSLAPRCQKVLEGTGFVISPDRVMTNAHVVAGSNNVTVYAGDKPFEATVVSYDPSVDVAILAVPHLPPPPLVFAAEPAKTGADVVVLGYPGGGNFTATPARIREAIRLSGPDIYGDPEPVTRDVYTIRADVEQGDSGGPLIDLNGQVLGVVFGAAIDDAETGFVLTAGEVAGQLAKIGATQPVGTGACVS
# FadD28 binding = blocks FadD28 binding to the bisubstrate probe. inhibition, % at 12.5 µM. 360,000 compounds, 0.22% hits. fluorescence polarization; in the data active = inhibition above about 8.5%, passing the limit was not always enough
# CCHFV vOTU inh = CCHFV vOTU protease inhibition. Pep-AMC fluorescence. inhibition, % at 11.5 µM. 370,000 compounds, 0.55% hits. AID 651958; also: 0% = vehicle wells with enzyme and 100% = no enzyme wells
# Mtb FBA inh = inhibits M. tuberculosis FBA enzyme; purified M. tuberculosis FBA, fluorescence read-out; inhibition, % at 1 µM; 360,000 compounds, 2.3% hits; in the data active = inhibition above about 27%;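 also: 0% = vehicle and 100% = reference inhibitor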
# An asterisk follows results filed as active; . = not tested or not shown; & = joins results of further samples. Rule as the data show it, unless noted: active = inhibition above about 30%; inactive = the rest.
cpd | SMILES | BoNT-F LC inh | Mtb UGM inh | DUSP3 inh | MazEF act | Mtb BioA inh | GDH-TPI counter | Rv3671c protease | FadD28 binding | CCHFV vOTU inh | Mtb FBA inh
1 | CCN(CC)CCNC(=O)Cc1c(C(=O)O)n(C)c2ccccc12 | -3 | 3.1 | 8 | -1 | -0.3 | 3 | 4 | -2.6 | -1 | 3
2 | COc1ccc(Cc2[nH]n3c(=O)cc(C(C)C)nc3c2-c2ccccc2)cc1 | -2 | 0.7 | 12 | -24 | . | 8 | 4 | -1.1 | 5 | 17
3 | Cc1ccc2c(c1)N=C(c1ccc(Cl)cc1)CO2 | 6 | 0.0 | -2 | -11 | -1.2 | 5 | 6 | -1.6 | 13 | 0
4 | Cc1ccc(S(=O)(=O)N2CCN(C(=O)CSc3ncn[nH]3)CC2)c(C)c1 | -3 | -2.6 | . | 0 | . | -6 | 6 | -0.3 | 9 | 0
5 | O=C(O)Cc1csc(-c2ccc(F)cc2)n1 | 2 | 1.2 | 22 | -1 | -0.7 | -3 | 0 | 0.2 | -4 | 2
6 | CC(=O)NC(c1cccc(F)c1)c1nc(-c2cccc(C(F)(F)F)c2)cs1 (centres undefined) | -2 | . | . | . | -0.7 | 6 | . | -0.4 | 18 | -3
7 | CN(CC(=O)Nc1cccc(F)c1)C(=O)C1CCC(C(=O)N(C)CC(=O)Nc2cccc(F)c2)CC1 (centres undefined) | 1 | . | . | 6 | 1.7 | 0 | . | -2.7 | 0 | -2
8 | CCC(=O)Nc1ccc(S(=O)(=O)Nc2c(NC)c3ccccc3oc2=O)cc1 | 0 | -0.1 | -7 | 5 | 0.4 | 2 | 1 | -4.8 | 14 | 1
9 | C[C@H]1CN([C@@H](C)CO)C(=O)Cc2cc(NC(=O)CCC(F)(F)F)ccc2O[C@H]1CN(C)CC1CC1 | -11 | -4.9 | . | 7 | -2.3&-1.3 | 2 | 0 | -2.5 | 3 | -5
10 | CCOc1ccc(NC(=O)C2CCCN(S(=O)(=O)c3ccc(-n4cnnn4)cc3)C2)cc1 (centres undefined) | 1 | 2.0 | 41 | 9 | -1.6 | 1 | -10 | -2.1 | 19 | 0
11 | O=C(COC(=O)c1cccc(OC(F)F)c1)NC(=O)NC1CCCCC1 | 3 | 0.3 | . | 1 | . | 6 | -15 | 1.2 | 29 | 6
12 | O=C(NCc1ccc2c(c1)OCO2)c1cc([N+](=O)[O-])ccc1N1CCCCC1 | -12 | -1.3 | 5 | -4 | . | 4 | 17 | -0.2 | -6 | -7
13 | COc1cccc(C2[C@H](C)C3(CCN2C)OCCO3)c1 (some centres undefined) | 23 | -1.0 | 1 | 3 | . | 10 | 3 | -1.1 | -14 | 2
14 | Cc1ccc(Cl)c(OCC(=O)Nc2cc(S(=O)(=O)N3CCOCC3)ccc2N2CCCC2)c1 | -1 | -4.2 | 6 | 1 | 0.5 | -3 | -8 | -1.0 | 7 | -1
15 | O=C(COc1ccc(F)cc1)Nc1ccc(-n2cnnn2)cc1 | 1 | 1.8 | 22 | -1 | 1.2 | -5 | -1 | -4.2 | 5 | 0
16 | Cc1ccc2c(c1)-c1c(cnn1CC(=O)N(Cc1ccco1)C1CCCCC1)CO2 | -8 | 2.1 | 24 | -3 | -1.6 | 6 | 0 | -3.9 | 17 | -1
17 | CC(C)(C)c1cc(N/C=C\c2nnnn2-c2ccc(Br)cc2)no1 | 1 | -0.1 | 8 | -2 | . | 1 | 5 | -1.5 | -2 | -2
18 | c1ccc2c(c1)SCc1nnc(-c3ccncc3)n1-2 | 10 | -0.2 | 14 | 4 | . | -1 | 0 | -4.8 | -13 | -2
19 | COCCN(C(=O)CSc1nnc(-c2ccc(C(C)(C)C)cc2)n1N)c1c(N)n(CC(C)C)c(=O)[nH]c1=O | 0 | 7.9 | . | -9 | . | 5 | -12 | 0.2 | 7 | 2
20 | COC(=O)c1ccc(Cn2nnc3c(=O)[nH]c(C4CCN(S(=O)(=O)c5ccc(F)cc5)CC4)nc32)cc1 | 2 | -0.2 | -2 | 0 | -0.2 | -10 | -7 | -2.5 | 8 | -1
21 | CCOC(=O)C1(C)CCCCN1C(=O)c1cccnc1 (centres undefined) | -24 | . | . | . | -0.7 | 7 | . | -1.7 | -6 | 2
22 | Nc1nc2ccccc2n1S(=O)(=O)c1ccccc1 | 11 | . | . | . | -1.4 | 5 | . | -2.3 | 14 | 1
23 | COC(=O)C1=C(c2ccc3ccccc3c2)C[C@@H]2CC[C@H]1N2C(=O)NC(C)C | -7 | -1.1 | . | 3 | 1.0 | 8 | -3 | -0.9 | -12 | 0
24 | CCCCCN1C(C)=CC(=C(C#N)C#N)C=C1C | -1 | 0.8 | 22 | 4 | . | 28 | 3 | -2.9 | -1 | -4
25 | CC1(C)Cc2c(C#N)c(N3CCN(C(=O)c4ccco4)CC3)nc(-c3ccco3)c2CS1 | 8 | 1.9 | 9 | 4 | -1.3 | 4 | 3 | -2.8 | -10 | -7
26 | O=C(Nc1ccc(N2CCOCC2)cc1N1CCOCC1)c1ccc(Cl)cc1 | -5 | 1.1 | 27 | 1 | 0.1 | 7 | 1 | -2.7 | 6 | -3

# 6 compounds picked at random from those above:
cpd | SMILES | BoNT-F LC inh | Mtb UGM inh | DUSP3 inh | MazEF act | Mtb BioA inh | GDH-TPI counter | Rv3671c protease | FadD28 binding | CCHFV vOTU inh | Mtb FBA inh
18 | c1ccc2c(c1)SCc1nnc(-c3ccncc3)n1-2 | 10 | -0.2 | 14 | 4 | . | -1 | 0 | -4.8 | -13 | -2
13 | COc1cccc(C2[C@H](C)C3(CCN2C)OCCO3)c1 (some centres undefined) | 23 | -1.0 | 1 | 3 | . | 10 | 3 | -1.1 | -14 | 2
7 | CN(CC(=O)Nc1cccc(F)c1)C(=O)C1CCC(C(=O)N(C)CC(=O)Nc2cccc(F)c2)CC1 (centres undefined) | 1 | . | . | 6 | 1.7 | 0 | . | -2.7 | 0 | -2
10 | CCOc1ccc(NC(=O)C2CCCN(S(=O)(=O)c3ccc(-n4cnnn4)cc3)C2)cc1 (centres undefined) | 1 | 2.0 | 41 | 9 | -1.6 | 1 | -10 | -2.1 | 19 | 0
16 | Cc1ccc2c(c1)-c1c(cnn1CC(=O)N(Cc1ccco1)C1CCCCC1)CO2 | -8 | 2.1 | 24 | -3 | -1.6 | 6 | 0 | -3.9 | 17 | -1
4 | Cc1ccc(S(=O)(=O)N2CCN(C(=O)CSc3ncn[nH]3)CC2)c(C)c1 | -3 | -2.6 | . | 0 | . | -6 | 6 | -0.3 | 9 | 0

# Shown with two lines to a compound: part of the list above
# The line under a structure holds: BoNT-F LC inh, Mtb UGM inh, DUSP3 inh, MazEF act, Mtb BioA inh, GDH-TPI counter, Rv3671c protease, FadD28 binding, CCHFV vOTU inh, Mtb FBA inh
7. CN(CC(=O)Nc1cccc(F)c1)C(=O)C1CCC(C(=O)N(C)CC(=O)Nc2cccc(F)c2)CC1 (centres undefined)
→ 1, ., ., 6, 1.7, 0, ., -2.7, 0, -2
8. CCC(=O)Nc1ccc(S(=O)(=O)Nc2c(NC)c3ccccc3oc2=O)cc1
→ 0, -0.1, -7, 5, 0.4, 2, 1, -4.8, 14, 1
9. C[C@H]1CN([C@@H](C)CO)C(=O)Cc2cc(NC(=O)CCC(F)(F)F)ccc2O[C@H]1CN(C)CC1CC1
→ -11, -4.9, ., 7, -2.3&-1.3, 2, 0, -2.5, 3, -5

# Source: PubChem BioAssay
